GluA2 TARP mod: GluA2-stargazin AMPA receptor complex modulation; O88602+P19491; 40,000 tested, 3.5% active; HEK293 GluA2+stargazin, membrane potential dye (FDSS), glutamate EC50; hits were called plate by plate, in both directions; calls only at 30 µM;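 active = any of four per-well response measures lying three or more SD from its plate-wide compound average, in either direction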
Target sequence (O88602 whole entry, looked up): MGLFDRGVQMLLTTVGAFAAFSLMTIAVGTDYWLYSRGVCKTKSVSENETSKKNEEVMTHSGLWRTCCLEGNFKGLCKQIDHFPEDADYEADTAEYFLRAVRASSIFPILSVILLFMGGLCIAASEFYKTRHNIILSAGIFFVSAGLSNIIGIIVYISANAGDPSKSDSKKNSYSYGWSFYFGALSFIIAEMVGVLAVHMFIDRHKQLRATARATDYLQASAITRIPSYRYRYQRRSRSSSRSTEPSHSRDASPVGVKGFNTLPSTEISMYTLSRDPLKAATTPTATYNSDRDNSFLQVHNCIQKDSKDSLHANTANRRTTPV
Target sequence (P19491 whole entry, looked up): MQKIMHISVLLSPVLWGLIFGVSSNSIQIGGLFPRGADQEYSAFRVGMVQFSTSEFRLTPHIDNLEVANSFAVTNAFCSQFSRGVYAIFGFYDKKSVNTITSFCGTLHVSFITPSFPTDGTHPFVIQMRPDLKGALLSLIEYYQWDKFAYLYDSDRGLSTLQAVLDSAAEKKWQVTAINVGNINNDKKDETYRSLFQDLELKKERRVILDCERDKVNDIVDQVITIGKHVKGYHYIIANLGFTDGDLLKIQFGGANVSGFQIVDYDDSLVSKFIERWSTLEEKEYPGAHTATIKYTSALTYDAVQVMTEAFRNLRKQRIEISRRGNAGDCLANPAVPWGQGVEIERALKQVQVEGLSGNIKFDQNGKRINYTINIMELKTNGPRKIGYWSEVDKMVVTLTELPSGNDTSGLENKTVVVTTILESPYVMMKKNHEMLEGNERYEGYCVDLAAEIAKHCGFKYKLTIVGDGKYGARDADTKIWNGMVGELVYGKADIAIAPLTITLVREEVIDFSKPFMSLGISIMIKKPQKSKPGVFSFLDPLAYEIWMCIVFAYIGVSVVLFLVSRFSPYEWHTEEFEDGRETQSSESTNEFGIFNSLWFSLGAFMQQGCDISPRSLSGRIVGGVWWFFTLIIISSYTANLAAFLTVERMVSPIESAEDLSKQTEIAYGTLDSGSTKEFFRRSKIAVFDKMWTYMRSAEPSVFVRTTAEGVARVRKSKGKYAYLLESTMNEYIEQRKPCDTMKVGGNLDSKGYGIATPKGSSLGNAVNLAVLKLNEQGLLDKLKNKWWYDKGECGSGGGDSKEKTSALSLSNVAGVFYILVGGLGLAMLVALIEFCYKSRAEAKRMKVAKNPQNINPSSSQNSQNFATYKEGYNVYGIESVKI
GluA2 TARP mod agonism max-min: second read-out of GluA2 TARP mod, no call of its own (marks repeat the call); compound max-min signal; compound-alone response (agonism);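 unitless range of fluorescence divided by baseline over first 100 seconds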
GluA2 TARP mod glutamate slope: also measured in GluA2 TARP mod; calls as there; glutamate slope, % of max; measured here: glutamate response slope, % max;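 scaled per plate between vehicle wells and maximal 1 mM glutamate control wells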
Starred values were filed as active, the others as inactive; i = inactive; + = active, no number.

GluA2 TARP mod | GluA2 TARP mod agonism max-min | GluA2 TARP mod glutamate slope | Structure
i | 0.134 | 47.5 | CCCC(CCC)C(=O)Nc1cc(C)nn1-c1nc2c(cnn2-c2cccc(Cl)c2)c(=O)[nH]1
+ | 0.156* | 30.5* | CCSc1ccccc1C(=O)NCCn1cnc(-c2ccccc2)cc1=O
i | 0.108 | 60.7 | O=C(c1nc2ccccc2s1)N(Cc1ccccn1)Cc1ccco1
i | 0.0613 | 65.9 | O=C(NCc1nc2ccccc2[nH]1)C1COCC(=O)N1Cc1ccccc1 (centres undefined)
i | 0.0432 | 29.2 | COc1cccc2c1OC(c1ccco1)N1N=C(c3cccs3)CC21 (centres undefined)
i | 0.0878 | 55.7 | COc1ccc(-c2c(C)nn3c(-n4ccnc4C)cc(C)nc23)cc1OC
i | 0.0934 | 38.1 | CN(C)C(CNC(=O)C1(c2ccccc2)CCOCC1)c1ccccc1 (centres undefined)
i | 0.0862 | 59.0 | Cc1ccc(N2CCCS2(=O)=O)cc1NC(=O)NCc1ccc(F)cc1
i | 0.14 | 98.1 | COc1ccc(S(=O)(=O)NCC2COC3(CCCCC3)O2)cc1C (centres undefined)
i | 0.0778 | 49.6 | COc1cc(OC)cc(C(=O)NNC(=O)c2cccn(Cc3ccc(F)cc3)c2=O)c1
i | 0.0461 | 48.2 | CCN(CC)S(=O)(=O)c1ccc(C(=O)NCCc2cc3ccc(OC)cc3[nH]c2=O)cc1
i | 0.0387 | 39.1 | CCC(C)Sc1nnc(Cn2c(=O)sc3ccccc32)n1C (centres undefined)
i | 0.0842 | 23.7 | O=C(CC(c1ccccc1)c1ccccc1)Nc1ccc(C(=O)O)cc1
i | 0.103 | 52.7 | O=C(CC1Sc2ccccc2NC1=O)Nc1cccc(Br)c1 (centres undefined)
i | 0.111 | 51.8 | Cc1nc(C)c(C(=O)N2CCCC(c3nn(C)c(=O)n3-c3ccccc3)C2)s1 (centres undefined)
i | 0.0927 | 60.0 | COc1cccc(N2CCN(C(=O)c3snc(C(=O)NC(C)C)c3N)CC2)c1
i | 0.119 | 49.0 | Cc1ccc2nc(N(Cc3cccnc3)C(=O)CN3C(=O)c4ccccc4C3=O)sc2c1
i | 0.072 | 45.7 | CCS(=O)(=O)c1ccccc1C(=O)Nc1nc2c(s1)CC(C)CC2 (centres undefined)
i | 0.111 | 66.9 | COc1ccccc1CNC(=O)Cc1csc(Nc2ccccc2)n1
i | 0.0656 | 38.9 | O=C(c1ccccc1)N1CCC2(CC1)NC(=O)N(CCc1ccccc1)C2=O
i | 0.0819 | 48.6 | CC1=C(C)CC2C(=O)N(c3ccc(N(C)C)cc3)C(=O)C2C1 (centres undefined)

An excerpt (hit frequency here may not be typical).
